# Assay outcomes deposited in PubChem BioAssay by National Center for Advancing Translational Sciences (NCATS).
# IMPase Li cell – qHTS Assay for Identifying the Cell-Membrane Permeable IMPase Inhibitors: Potentiation with Lithium; CHO-M1 cells, IP1 TR-FRET (IP-One), carbachol + lithium; Potency, µM (highest dose often 59.4 µM), for the others: top-dose activity, negative = IMPase inhibition, actives largely listed as inhibitors; actives 0.35% (n = 210,000); AID 1457, 2008;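 note: IP1 builds up when IMPase is blocked and the TR-FRET signal falls; potency is the fitted concentration of half-maximal effect; plate controls were basal vehicle for no effect and high inhibitor control for full effect; nearly all actives have a fitted effect of over 50% in size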
#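 Lithium-sensitised IP1 accumulation assay; M1-expressing CHO cells treated 30 min at 37C with compound. Competitive antibody detection by time-resolved FRET followed a 10 min room-temperature lysis step.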
# HTT ATP protect – qHTS Multiplex Assay to Identify Dual Action Probes in a Cell Model of Huntington: Cytoprotection (ATP) | actives 0.14% (n = 230,000) | PC12 HTT-Q103 induced, cytoprotection, ATP luminescence, 40 h | Potency, µM (doses to about 56.4 µM), for inactives: cytoprotection (ATP increase), actives largely listed as activators;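 note: potency is the fitted concentration of half-maximal effect; % of control where 0% means no effect; nearly all actives have a fitted effect of over 45% in size; toxic huntingtin expression switched on by the ecdysone agonist tebufenozide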
#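 Quantitative HTS on tebufenozide-induced (100 nM) PC12 cells expressing HTTQ103 exon 1–GFP; compounds tested as a concentration series; survival measured via cellular ATP.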
# HTT aggregate – qHTS Multiplex Assay to Identify Dual Action Probes in a Cell Model of Huntington: Aggregate Formation (GFP). Potency, µM (doses to about 46.1 µM), inactives show at the highest dose activity change, negative = inhibition, usual class: inhibitors. PC12 HttQ103-GFP aggregates, Acumen cytometry, 40 h. actives 1.1% (n = 220,000). AID 1688, 2009; note: potency is the fitted concentration of half-maximal effect; % is set by controls: 0 for no effect and ±100 for the full control effect; nearly all actives have a fitted effect of over 60% in size
#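 Aggregates are detected as GFP objects 1–25 µm with signal 6 STDEV over background in lysates of induced PC12 cells. These carry Huntingtin exon 1 with 103 glutamines fused to GFP under an ecdysone promoter; compounds titrated.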
# KinaseGlo FLuc – Counterscreen for Luciferase (Kinase-Glo TM) Inhibition. Luciferin 4-monooxygenase (Photuris pensylvanica), Q27757. Kinase-Glo luciferase, ATP luminescence, 8 min. Potency, µM (titrated, usually from 38.3 µM), without a hit: top-dose activity change, negative = inhibition, most hits filed as inhibitors. actives 0.28% (n = 200,000). AID 1379, 2008; note: potency is the fitted concentration of half-maximal effect; % is set by controls: 0 for no effect and ±100 for the full control effect; nearly all actives have a fitted effect of over 60% in size
#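 Recombinant Kinase-Glo luciferase, 10 uM ATP (linear range), luciferin; imidazole pH 7.2 / KCl / MgCl2 / Tween / BSA buffer; 8 min RT; luminescence.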
# CBFb-RUNX1 inh – qHTS Assay for Compounds Blocking the Interaction Between CBF-beta and RUNX1 for the Treatment of Acute Myeloid Leukemia. Runt-related transcription factor 1 (Homo sapiens) + Core-binding factor subunit beta …. AlphaScreen CBFb-His/RUNX1-biotin binding, biochemical. Potency, µM (titrated, usually from 59.8 µM), for the others: at the highest dose activity, negative = inhibition, hits mostly inhibitors. 230,000 tested, under 10 active. AID 1477, 2009; note: % of control where 0% means no effect
# Target sequence (Q01196 whole entry, looked up): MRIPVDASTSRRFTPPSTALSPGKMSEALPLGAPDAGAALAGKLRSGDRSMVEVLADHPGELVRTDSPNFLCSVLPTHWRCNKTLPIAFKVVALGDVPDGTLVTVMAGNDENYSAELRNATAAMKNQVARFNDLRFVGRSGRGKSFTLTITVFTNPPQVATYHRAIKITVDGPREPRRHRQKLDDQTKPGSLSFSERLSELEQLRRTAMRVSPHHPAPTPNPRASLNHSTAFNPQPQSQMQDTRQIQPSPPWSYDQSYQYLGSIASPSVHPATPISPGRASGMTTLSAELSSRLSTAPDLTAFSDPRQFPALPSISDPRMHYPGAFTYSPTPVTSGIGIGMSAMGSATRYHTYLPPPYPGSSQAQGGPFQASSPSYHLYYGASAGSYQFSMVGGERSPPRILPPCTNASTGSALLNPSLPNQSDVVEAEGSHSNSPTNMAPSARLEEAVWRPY
# Target sequence (Q13951 whole entry, looked up): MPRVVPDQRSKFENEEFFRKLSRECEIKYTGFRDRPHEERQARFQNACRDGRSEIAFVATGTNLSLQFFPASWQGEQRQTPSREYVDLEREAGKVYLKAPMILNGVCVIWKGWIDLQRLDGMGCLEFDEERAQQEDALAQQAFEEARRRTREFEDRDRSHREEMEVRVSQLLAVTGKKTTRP
#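 Room-temperature protein-protein interaction test with 30 nM each of His-tagged CBF-beta and biotinylated RUNX1, 15 min with compound, then 90 min with nickel plus streptavidin beads. Signal read in AlphaScreen mode.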
# SMN2 splice up – qHTS Assay for Enhancers of SMN2 Splice Variant Expression. HEK293 SMN2-luciferase splicing reporter, luminescence, 30-36 h. Potency, µM (series often up to 46.1 µM), for inactives: at the top dose activity change, positive = activation, most hits filed as activators. actives 2.8% (n = 210,000). AID 1458, 2008; note: potency is the fitted concentration of half-maximal effect; % of control where 0% means no effect; nearly all actives have a fitted effect of over 55% in size
#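 HEK293 cells carry an SMN2 minigene-luciferase reporter in which exon 7 inclusion puts luciferase in frame. Cells were seeded at 2000 cells/well, attached for 10-12 hours, then exposed to compounds for 30-36 hours at 37C before ONE-Glo luminescence.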
# Lamin A splicing – qHTS Assay for Modulators of Lamin A Splicing; Potency, µM (highest dose often 46.1 µM), inactives show at the highest dose ratio change, negative = inhibition, most hits filed as inhibitors; actives 0.01% (n = 200,000); HeLa LMNA splicing GFP/RFP minigene ratio, 48 h; active = well fitted inhibition curve with a large enough effect in the signal ratio, with a control signal flat, not every such curve was filed as active; inconclusive = small, poorly fitted or top-dose-only effect, or effect the other way, or a change in a side signal; the % refers to the signal ratio; note: potency is the fitted concentration of half-maximal effect; % is set by controls: 0 for no effect and ±100 for the full control effect
#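 S3 HeLa stable clones carrying a lamin A-EGFP splicing minigene plus DsRed2 were seeded at 600 cells/well in Opti-MEM with 2% FBS, pin-dosed and incubated 48 h at 37°C. Acumen cytometry (488 nm) gave the GFP/RFP total-intensity ratio.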
# Starred values were filed as active, the others as inactive; ? = inconclusive; nt = no result given; & = joins results of further samples; [ ] = remark or other dose. Unless noted, calls come from the whole dose curve; as a rule, active = well fitted curve in the direction sought with a large enough effect; inconclusive = small, poorly fitted or top-dose-only effect, or another doubt; inactive = no such curve, though single readings can be large; an effect the other way counts as inactive or inconclusive. The order is random; 4% or so of the library scored in one or more.
SMILES,IMPase Li cell,HTT ATP protect,HTT aggregate,KinaseGlo FLuc,CBFb-RUNX1 inh,SMN2 splice up,Lamin A splicing
CCN(CCn1cccn1)Cc1c(C(=O)N2C[C@@H](C)O[C@@H](C)C2)nc2ccc(Cl)cn12,4%,6%[10 µM],6%[9.22 µM],-4%,3%,-4%,nt
COc1cccc2cc(C(C)N(CCCN3CCOCC3)C(=S)Nc3cc(C)cc(C)c3)oc12 (stereo not given),-1%,-18%,3%,2%,6%,2%,?
Cc1c(CNC2CCC(C)CC2)c(C(=O)O)c(C)n1Cc1ccccc1 (stereo not given),5%,-10%[10 µM],-6%,2%,-1%,-10%,-6%
CSc1nnc(Cc2cc(=O)[nH]c(=O)[nH]2)n1-c1cccc(C)c1,-1%,12%[10 µM],-1%,3%,0%,6%,-9%
COc1cccc(CC(NC(C)=O)C(=O)NC2CCN(c3nc(C)cc(C)c3C#N)CC2)c1 (stereo not given),24%[38.3 µM],?,-17%,1%,-3%,12%,-9%
CCOC(=O)c1sc(-c2ccc(F)cc2)cc1N,17%[38.3 µM],-12%,-1%,-3%,10%,?,0%
COc1ccc(N2C(=O)CSC23C(=O)N2CCCc4cccc3c42)cc1 (stereo not given),35%[activator][38.3 µM],26%[0.074 µM],13%,2%,9%,-10%,5%
Cc1ccc(NC(=O)CSC2=Nc3ccccc3C3CC=NN23)c(C)c1 (stereo not given),31%[38.3 µM],-18%,1%,-5%,4%,-6%,3%
COc1ccccc1CNC(=O)Cc1ccc(C)cc1,-2%,-20%,-5%,1%,9%,7%,-8%[46 µM]
Nc1nc(SCC(=O)O)[nH]c(=O)c1NC(=O)c1ccccc1F,-11%,-6%,?,0%,2%,-32%[inhibitor],?
O=C(COC(=O)CNS(=O)(=O)/C=C/c1ccccc1)Nc1cc(S(=O)(=O)N2CCCCC2)ccc1Cl,10%,-8%[10 µM],-11%,0%,-2%,8%,12%[46 µM]
CCCCN1C(=O)CC(Nc2ccc(CC)cc2)C1=O (stereo not given),-4%,2%[10 µM],-13%,-1%,11%,?,-1%
COc1cc(C(=O)OCC#N)ccc1OCc1c(C)noc1C,nt,15%[10 µM],11%[9.22 µM],nt,0%,nt,nt
COC(=O)CSC1=C(C#N)C(c2ccccc2F)CC(=O)N1 (stereo not given),nt,18%[10 µM],11%[9.22 µM],nt,7%,nt,nt
O=C(COc1ccccc1Cl)Nc1cc(Cl)ccc1Oc1ccccc1,18%[38.3 µM],4%,-2%,1%,0%,-8%,5%
O=C(CN1CCc2ccccc21)Nc1ccc2c(c1)OCO2,25%[38.3 µM],-31%[10 µM],-12%,0%,-8%,12%,1%
Cc1ccc(C2NC(=S)NC3=C2C(=O)CC(C)(C)C3)cc1 (stereo not given),4%,-16%[10 µM],15%,5%,-6%,22%,-11%
C[C@@H]1C=C(C(=O)N2CCOCC2)O[C@H](OCc2ccc(CO)cc2)C1,3%,18%[10 µM],7%[9.22 µM],nt,4%,nt,nt
CC(C)NC(=O)CSc1nnc(-c2ccc(S(=O)(=O)N3CCCC3)cc2)n1CC1CCCO1 (stereo not given),-3%[38.3 µM],16%[10 µM],-3%,-2%,-1%,-6%,10%
Cc1cc(Cl)ccc1NNC(=O)c1cccs1,nt,-6%[10 µM],-2%[9.22 µM],nt,4%,nt,nt
CCOC(=O)c1c(C)oc2ccc(OCC(=O)C(C)(C)C)cc12,29%[38.3 µM],-58%[inhibitor][10 µM],-31%,-1%,17%,12%,5%
COc1ccc(C(=O)NCC(=O)OCC(=O)NCc2cccs2)cc1,-3%,-13%,0%,5%,-7%,16%,6%[46 µM]
CCOC(=O)C(NC(=O)c1cccnc1)(Nc1cccc(C)n1)C(F)(F)F (stereo not given),15%[38.3 µM],19%,-16%,-5%,3%,12%,6%
Cc1cc(C(=O)N/N=C/c2ccccc2[N+](=O)[O-])c(C)o1,0%,0%[10 µM],8%[9.22 µM],-4%,-10%,nt,nt
Cn1ccnc1SCC(=O)NC1CC1,12%[38.3 µM],-7%,15%,-4%,3%,20%,2%
# (further entries)
SMILES,IMPase Li cell,HTT ATP protect,HTT aggregate,KinaseGlo FLuc,CBFb-RUNX1 inh,SMN2 splice up,Lamin A splicing
COc1ccc(N2C(=O)CCC(C(=O)N(C)CCc3ccccn3)C2c2ccc(OC)c(OC)c2)cc1 (stereo not given),-3%,-19%,6%,7%,1%,-21%,nt
CCOC(=O)C(=NC(C)CC)NNc1cccc(C(F)(F)F)c1 (stereo not given),0%,-4%[10 µM],6%,13%,-4%,-42%[inhibitor],8%
CC(=O)NC1C(=O)N=C(SC(C)C(=O)Nc2cccc(Cl)c2)NC1=O (stereo not given),3%,4%[10 µM],4%,0%,-1%,1%,-7%[46 µM]
COc1cc(OC)cc(C(=O)N[C@H](C(=O)Nc2nc(-c3ccc(F)c(F)c3)cs2)C(C)C)c1,-4%,-20%[10 µM],10%,0%,8%,16%,-23%[46 µM]
O=C1CCSc2ccc(Cl)cc2N1Cc1cccc(Cl)c1,12%,-5%[10 µM],22µM*,1%,?,-20%,-11%
Cc1nc(/C=C\C(=O)O)c2cc(C)oc2n1,-14%,8%,20%,3%,-3%,1%,16%[46 µM]
Cc1ccc2nc(-c3ccccn3)cc(C(=O)Nc3ccc(S(=O)(=O)N4CCOCC4)cc3)c2c1,7%,-27%,20%,3%,3%,-10%,?
COC(=O)c1ccc(Oc2ccc(C(F)(F)F)cn2)cc1,-2%,-9%,-12%,3%,-1%,-4%,?
CCn1nc(C)c(C(=O)Nc2cc(Oc3cc(C)cc(C)c3)cc([N+](=O)[O-])c2)c1C,4%[38.3 µM],-61%[inhibitor],?,6%,3%,-54%[inhibitor],?
Cc1cc(NC(=O)C2CC(c3cccc(Br)c3)=NO2)no1 (stereo not given),11%[38.3 µM],0%,17%,-1%,-1%,?,4%
N#CCC(=O)NCC1(c2ccccc2)CCCC1,22%[38.3 µM],-5%[10 µM],-3%,3%,7%,12%,2%
O=C(CCCCCCC(=O)c1ccccc1)c1ccccc1,8%,10%[10 µM],0%[9.22 µM],-1%,13%,1%,nt
CC(C)CCn1c(N2CCC(C(N)=O)CC2)nc2c1c(=O)[nH]c(=O)n2C,-6%[38.3 µM],-12%,-5%,-1%,4%,3%,-1%
CCOC(=O)C1CCCN(CCCc2ccccc2)C1 (stereo not given),1%[38.3 µM],1%,11%&9%,-2%&3%,1%&8%,3%&-8%,7%&-12%
COc1cc2c(cc1OC)C1(CCCC1)C(N)=C2C#N,12%,6%[10 µM],?,-1%,-8%,?,-4%
O=[N+]([O-])c1ccc(N/N=C/c2c[nH]c3ccccc23)cc1,-10%[38.3 µM],-29%,6%,-2%,-18%,-10%,1%[0.0737 µM]
Cc1c(CN(C)C(=O)c2sc3cc(Cl)ccc3c2Cl)cnn1C,5%[38.3 µM],-47%[inhibitor],?,-3%,-2%,-69%[inhibitor],4%
CCOC(=O)c1cc(NC(=O)C2CCCO2)cc(C(=O)OCC)c1 (stereo not given),-4%[38.3 µM],1%[0.074 µM],12%,5%,0%,-3%,8%
COc1ccccc1/C=C/C(=O)NNC(=O)c1cccs1,-2%,nt,8%,1%,5%,27%,nt
CCC(C)NC(=O)C(CCSC)NC(=O)c1ccccc1 (stereo not given),11%[38.3 µM],-1%[10 µM],10%,-2%,4%,-5%,6%
Cn1c(N)c(C(=O)COC(=O)CCC(=O)c2ccc(F)cc2)c(=O)n(C)c1=O,0%,5%[10 µM],23%,4%,-11%,9%,nt
O=c1c(-c2ccc(Cl)cc2)nc2cncnc2n1Cc1ccc(F)cc1,-11%,1%,nt,-4%,nt,-4%,nt
COc1ccc(Cl)cc1C(=O)O/N=C(\N)c1ccncc1,nt,9%[10 µM],3%[9.22 µM],nt,10%,nt,nt
O=C(c1ccccc1)N1CCN(Cc2ccccc2Br)CC1,4%[38.3 µM],-11%,-26%,-8%,4%,-13%,?
COc1ccc(NC(=O)c2nc[nH]c2C(=O)N2CCN(c3ccccc3)CC2)cc1,nt,4%[10 µM],16%[9.22 µM],nt,2%,nt,nt
COc1ccc(C2Nc3cccc4cccc(c34)N2)cc1,19%,nt,nt,-2%,-3%,-4%,?

# Random excerpt: seven compounds from above.
SMILES,IMPase Li cell,HTT ATP protect,HTT aggregate,KinaseGlo FLuc,CBFb-RUNX1 inh,SMN2 splice up,Lamin A splicing
COc1ccc(Cl)cc1C(=O)O/N=C(\N)c1ccncc1,nt,9%[10 µM],3%[9.22 µM],nt,10%,nt,nt
O=[N+]([O-])c1ccc(N/N=C/c2c[nH]c3ccccc23)cc1,-10%[38.3 µM],-29%,6%,-2%,-18%,-10%,1%[0.0737 µM]
Cn1c(N)c(C(=O)COC(=O)CCC(=O)c2ccc(F)cc2)c(=O)n(C)c1=O,0%,5%[10 µM],23%,4%,-11%,9%,nt
O=C(c1ccccc1)N1CCN(Cc2ccccc2Br)CC1,4%[38.3 µM],-11%,-26%,-8%,4%,-13%,?
CCOC(=O)C1CCCN(CCCc2ccccc2)C1 (stereo not given),1%[38.3 µM],1%,11%&9%,-2%&3%,1%&8%,3%&-8%,7%&-12%
CCn1nc(C)c(C(=O)Nc2cc(Oc3cc(C)cc(C)c3)cc([N+](=O)[O-])c2)c1C,4%[38.3 µM],-61%[inhibitor],?,6%,3%,-54%[inhibitor],?
CC(C)CCn1c(N2CCC(C(N)=O)CC2)nc2c1c(=O)[nH]c(=O)n2C,-6%[38.3 µM],-12%,-5%,-1%,4%,3%,-1%
